From PubChem
CXCR6 block – CXCR6 receptor inhibitors, primary screen, cell-based, beta-arrestin, luminescence, CHO-K1 PathHunter, 1536-well | C-X-C chemokine receptor type 6 (Homo sapiens), O00574 | inhibition, % at 20 µM | actives 0.36% (n = 360,000); in the data active = inhibition above about 34%, passing the limit was not always enough;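 note: antagonist mode with CXCL16 agonist at 10 nM final; 0% = 10 nM CXCL16 with DMSO and 100% = unstimulated wells without agonist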
Target sequence (O00574 whole entry, looked up): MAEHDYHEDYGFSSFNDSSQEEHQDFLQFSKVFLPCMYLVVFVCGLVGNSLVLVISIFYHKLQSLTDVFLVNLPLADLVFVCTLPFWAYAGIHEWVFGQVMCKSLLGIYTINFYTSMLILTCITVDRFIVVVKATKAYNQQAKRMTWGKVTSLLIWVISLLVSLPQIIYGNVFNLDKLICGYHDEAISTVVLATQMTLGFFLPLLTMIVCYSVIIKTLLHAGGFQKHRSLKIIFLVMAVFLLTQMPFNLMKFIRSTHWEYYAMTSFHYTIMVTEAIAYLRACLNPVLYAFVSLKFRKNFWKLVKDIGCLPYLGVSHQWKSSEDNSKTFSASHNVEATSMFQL
CHOP UPR activ – activators of apoptotic CHOP UPR arm, primary screen, cell-based, CHO-CHOP luciferase reporter, luminescence, uHTS; UPR activation; percent of tunicamycin response over DMSO baseline; activation, % at 10 µM; actives 0.34% (n = 330,000);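 active = at 10 µM dose, activation of 40% or more, normalized to positive control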;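 note: 100% = tunicamycin at 10 µg/mL and 0% = DMSO alone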
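Assay system: CHO-CHOP cells, stable luciferase reporter of PERK-eIF2a-CHOP signalling / Buffer or medium: F12 plus 10% serum / Compound dosing: one dose, 10 µM in 0.5% DMSO / Times: 6 h compound treatment, 37 °C / Technique: luciferase luminescence / Read-out: % reporter activation, DMSO baseline versus tunicamycin full activation / Benchmarks: tunicamycin and DMSO controls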
Gli-Sufu antag – Gli-Sufu pathway antagonists, primary screen, luciferase luminescence, Sufu-KO-LIGHT cells, uHTS; Sufu-KO-LIGHT fibroblasts, Gli luciferase reporter luminescence; inhibition, % at 5 µM; actives 0.74% (n = 340,000); AID 588413, 2011;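 active = inhibition above about 55%, limit read from the data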;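 note: 0% = DMSO-treated cells and 100% = wells with medium but no cells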
Jurkat NFkB inh – inhibitors of induced NF-kB luciferase reporter, primary screen, TCR NF-kB activation inhibitor project, cell-based, luminescence, uHTS; Jurkat, PMA/ionomycin-induced NF-kB luciferase reporter; inhibition, % at 4 µM; actives 0.53% (n = 330,000); AID 435003, 2010; in the data active = inhibition above about 50%
XBP1 UPR activ – activators of adaptive XBP1 UPR arm, primary screen, cell-based, CHO-XBP1 luciferase reporter, luminescence, uHTS. IRE1-XBP1 UPR activation; percent of tunicamycin response, DMSO as zero. activation, % at 20 µM. actives 0.33% (n = 330,000). AID 463104, 2010;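 active = versus positive control, 20 µM dose yields 30% or more activation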;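 note: 100% = tunicamycin at 10 µg/mL and 0% = DMSO only wells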
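Material: CHO cell line with stable XBP1 luciferase reporter; buffer or medium: F12 medium containing 10% fetal bovine serum; compound: single point, 20 µM final compound, 1% DMSO; incubation: 6 h treatment, 37 °C; measured by: glow luminescence from Steady-Glo reagent; evaluation: activation, % of tunicamycin; control set: tunicamycin high, DMSO low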
EBI2 antag – EBI2 receptor antagonists, beta-arrestin recruitment, primary screen, cell-based, luminescence, 7a,25-OHC stimulation, uHTS. inhibition, % at 5 µM. G-protein coupled receptor 183 (Homo sapiens), P32249. actives 0.81% (n = 360,000). 7a,25-OHC stimulated; in the data active = inhibition above about 38%;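 note: enzyme fragment complementation signal reports receptor beta-arrestin coupling in cells; 0% = agonist plus DMSO wells and 100% = wells without agonist; some results beyond the cut were filed as inactive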
Target sequence (P32249 whole entry, looked up, the tested form may be a part): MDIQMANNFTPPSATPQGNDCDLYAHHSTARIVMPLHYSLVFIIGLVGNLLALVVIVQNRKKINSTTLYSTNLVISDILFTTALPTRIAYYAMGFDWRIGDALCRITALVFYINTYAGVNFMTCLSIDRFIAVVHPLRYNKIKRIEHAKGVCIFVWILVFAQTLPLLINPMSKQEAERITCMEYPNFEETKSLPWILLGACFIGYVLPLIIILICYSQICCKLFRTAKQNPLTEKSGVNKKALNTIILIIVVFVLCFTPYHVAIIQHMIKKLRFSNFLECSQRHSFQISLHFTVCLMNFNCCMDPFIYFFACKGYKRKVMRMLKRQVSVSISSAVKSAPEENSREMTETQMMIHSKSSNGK
697 NFkB inh – inhibitors of PMA/ionomycin-induced NF-kB reporter, 697 cells, primary screen, B-cell NF-kB inhibitor project, cell-based, luminescence, uHTS; 697 B-cell NF-kB luciferase reporter, 16 h; inhibition, % at 4 µM; actives 0.33% (n = 330,000); in the data active = inhibition above about 35%
CCR6 antag – CCR6 receptor antagonists, primary screen, cell-based, CHO-K1, luminescence, beta-arrestin, uHTS. AID 493098, 2011. actives 0.49% (n = 340,000). CHO-K1 CCR6 PathHunter beta-arrestin, CCL20-stimulated. inhibition, % at 20 µM;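 active = compounds whose inhibition of the agonist-driven luminescence signal at 20 µM reaches about 50%, limit read from the data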;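 note: cells stimulated with CCL20 at 14 nM final; plate controls were DMSO with CCL20 for no effect and DMSO without agonist for full effect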
Target sequence (P51684 whole entry, looked up): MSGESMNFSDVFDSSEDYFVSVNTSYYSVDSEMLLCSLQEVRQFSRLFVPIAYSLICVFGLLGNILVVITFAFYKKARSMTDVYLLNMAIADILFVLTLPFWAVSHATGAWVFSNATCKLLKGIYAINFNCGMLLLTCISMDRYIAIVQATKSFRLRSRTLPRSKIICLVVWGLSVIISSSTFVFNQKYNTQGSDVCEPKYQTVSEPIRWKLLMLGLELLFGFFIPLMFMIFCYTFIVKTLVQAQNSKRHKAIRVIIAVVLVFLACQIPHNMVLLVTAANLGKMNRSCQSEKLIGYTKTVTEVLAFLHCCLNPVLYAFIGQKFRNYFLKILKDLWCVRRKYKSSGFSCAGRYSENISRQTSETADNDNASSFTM
Mdm2-MdmX inh – inhibitors of human Mdm2-MdmX association, primary screen, cell-based, luminescence, split luciferase, SaOS-2, uHTS; Protein Mdm4 (Homo sapiens) + E3 ubiquitin-protein ligase Mdm2 (Homo sapiens), …; SaOS-2 split-luciferase Mdm2/MdmX complementation; inhibition, % at 8 µM; actives 3% (n = 330,000); AID 485346, 2010;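 active = inhibition of at least 50% at 8 µM in the primary screen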
Numbers without * were called inactive; · = not tested or not shown.

SMILES	CXCR6 block	CHOP UPR activ	Gli-Sufu antag	Jurkat NFkB inh	XBP1 UPR activ	EBI2 antag	697 NFkB inh	CCR6 antag	Mdm2-MdmX inh
NNC(=O)c1cc(-c2ccc(O)cc2)nc2ccc(Br)cc12	-1.0	0.1	-1.4	1.0	-2.5	3.0	8.3	-4.8	21.8
Cc1ccccc1C(=O)Nc1ccc(S(=O)(=O)N2CCOCC2)cc1	2.5	0.4	1.1	-1.6	-2.2	0.5	-0.7	3.0	-17.9
Cc1nnc(SC(C)C(=O)NCC2CCCO2)n1-c1ccccc1 (stereo unspecified)	2.6	-0.8	2.7	-14.1	1.7	0.7	16.9	7.7	4.1
CCN(CC(=O)NCc1ccc(Cl)cc1)C(=O)c1cc(OC)cc(OC)c1	0.3	0.8	9.9	-3.1	-3.9	6.9	5.0	-6.7	-1.0
Nc1nc(NCC2CCCO2)nc(Nc2ccc(Cl)cc2)c1[N+](=O)[O-] (stereo unspecified)	-1.1	0.3	1.1	0.9	4.8	15.2	7.0	3.9	12.1
COc1ccc(N(CC(=O)NCCc2ccccc2)C(=O)CCC(=O)Nc2nccs2)c(OC)c1	-6.0	-0.3	26.0	-13.0	-0.6	1.3	-15.7	10.2	-4.1
O=c1[nH]c(SCCOc2ccccc2F)nc2ccccc12	3.2	2.5	-15.6	-22.3	1.3	5.6	5.4	-0.9	-14.9
Cc1noc(NS(=O)(=O)c2ccc(NC(=O)C(CC(C)C)N3C(=O)c4ccccc4C3=O)cc2)c1C (stereo unspecified)	1.8	2.2	5.1	0.7	-1.2	-6.0	17.9	0.6	4.0
c1ccc(CNc2nnnn2-c2ccccc2)cc1	6.5	-1.4	6.2	2.3	-1.2	3.0	0.1	-25.3	15.8
CSc1ccccc1NC(=S)Nc1ccc(S(N)(=O)=O)cc1	5.3	0.7	1.9	10.6	-1.6	-8.8	14.7	1.6	-9.4
COC(=O)c1ccccc1NC(=O)c1ccco1	-5.2	-0.2	3.9	-14.1	1.2	4.8	0.2	2.0	16.5
N#Cc1c(N2CCSCC2)nsc1-c1ccccc1Cl	5.6	·	0.9	·	·	17.5	·	20.8	·
CC(Sc1nnc(C2CC2)n1C1CC1)C(=O)Nc1cccc(S(=O)(=O)N2CCOCC2)c1 (stereo unspecified)	2.9	-0.5	5.6	-4.1	-2.5	-5.6	12.9	1.4	22.1
N=C1/C(=C\c2ccc(OC(=O)c3ccccc3Cl)cc2)C(=O)N=C2SC(N3CCOCC3)=NN12	10.9	4.2	-0.8	-1.8	-2.1	1.4	-22.8	36.1	3.6
COc1ccc(OCCCSc2ncccn2)cc1	4.6	-0.5	-93.5	-87.4	4.4	14.3	-84.5	4.0	-103.6
COC(=O)c1ccc(NC(=O)c2cc(-c3ccncc3)nc3ccccc23)cc1	1.0	-0.4	-1.1	-1.2	-2.5	-7.1	13.5	3.6	32.7
CC(=O)Nc1cc(C)nn1-c1nc(C)cc(C)n1	-0.1	3.5	4.6	6.4	-3.5	-10.0	11.2	2.8	-43.5
CCc1ccc(N(C(=O)CNC(=O)c2ccco2)C(C(=O)NC2CCCC2)c2ccncc2)cc1 (stereo unspecified)	10.2	0.2	-5.5	-0.3	-0.5	2.9	0.9	8.0	6.9
COc1ccc(C(=O)N/C(=C\c2cccc3ccccc23)C(=O)N2CCN(C)CC2)cc1	3.6	0.0	-3.1	-10.3	0.2	-0.7	2.2	12.3	5.9
O=C(Nc1ccccc1Cl)c1sccc1-c1ccccc1	4.0	0.4	-5.1	0.3	-3.5	5.0	5.2	28.1	23.9
O=C(CN(Cc1ccco1)C(=O)CCC(=O)Nc1nccs1)NCc1ccccc1	3.0	-2.2	-4.4	-6.1	-2.0	9.6	23.0	-5.0	6.1
COc1ccc2c(c1)c(CC(=O)Nc1ccccc1OC)c(C)n2C(=O)c1ccc(Cl)cc1	6.1	4.0	11.1	27.8	-2.3	21.3	-1.9	13.9	42.8
Cn1c(=O)c2[nH]c(CCC3CCCC3)nc2n(C)c1=O	-4.3	·	7.8	·	·	1.8	·	-8.6	·
COC(=O)c1ccc(N2CCOCC2)c(NC(=O)c2cccs2)c1	11.7	-0.6	1.4	-15.4	-2.7	-3.0	-49.3	8.9	8.1
CCOc1cc(/C=N\NC(N)=O)cc(Br)c1OC(C)C	1.2	1.3	4.0	-10.5	3.8	-5.0	-28.7	0.1	31.9
CNc1c(NS(=O)(=O)c2ccc3c(c2)CCCC3)c(=O)oc2ccccc12	-8.2	1.3	-0.8	7.1	-1.9	-5.4	-1.0	8.5	2.9
COc1ccc(N2C(=O)CS/C2=N\C(=S)Nc2ccccc2)cc1	8.1	1.9	5.6	3.1	-3.9	-1.2	16.0	11.9	6.0
CCOC(=O)Cc1csc(NC(=O)COc2ccc3c(c2)CCC3)n1	-6.7	0.0	5.7	-4.6	1.2	-4.3	-6.1	7.0	-9.1
O=C(COc1ccccc1Cl)Nc1ccc(CN2CCCCC2)cc1	0.1	-0.9	-9.8	6.0	-1.4	-1.5	6.9	-0.3	21.3
CC(C)(C)c1ccc(-c2nn(CCC#N)cc2/C=N/O)cc1	-2.6	-1.5	-1.9	-3.5	4.1	-8.0	6.8	6.6	10.3
Cc1ccc(NC(=O)CSc2nc(=O)n(CCCN(C)C)c3c2CCC3)c(C)c1	2.9	-1.0	8.3	4.7	-3.2	1.0	-20.7	3.9	12.8
CCN(CC)CCN(Cc1cc2cc(C)c(C)cc2[nH]c1=O)C(=S)NCc1ccco1	10.7	0.1	33.2	2.3	-0.8	2.2	-0.6	15.8	34.7
Cc1ccc2c(c1)N(C(=O)CCC(=O)NCCN1CCOCC1)CC(C)O2 (stereo unspecified)	-6.6	2.1	-4.9	4.7	0.8	-4.7	13.8	-3.0	-8.9
COc1ccc(S(=O)(=O)n2nc(-c3ccc(Cl)cc3)cc2N)cc1	-0.6	-1.0	7.7	1.2	-2.9	6.9	11.1	5.2	51.0*
COc1ccc(CNC(=O)[C@H](C)NC(=O)C2CC(=O)N(c3ccc(OC)cc3)C2)cc1 (stereo partly specified)	-13.7	2.8	-4.4	11.3	-0.5	-2.0	-0.3	-3.6	-1.4
Cc1oc2cc(O)cc(C)c2c(=O)c1-c1cnn(-c2ccccc2)c1	-1.9	1.1	3.5	17.1	0.6	9.7	16.0	3.1	57.8*
CN1CCN(c2ccc(Cl)cc2NC(=O)c2ccc(=O)n(C)n2)CC1	4.2	0.4	14.4	2.2	-1.9	14.1	16.7	-4.9	5.9
CCOC(=O)c1oc2ccccc2c1NC(=O)c1cccc(OC)c1	7.4	-1.6	0.4	-10.3	-1.2	5.3	10.1	7.9	13.0
COc1ccccc1Nc1nnc(Cc2ccccc2)c(=O)[nH]1	2.1	-1.6	8.9	-19.1	-1.5	-2.9	8.2	-6.2	5.8
COc1ccccc1CNC(=O)c1cccs1	3.5	0.1	-8.6	11.9	3.4	-11.8	4.8	18.6	6.5
COc1cccc2cc(C(=O)NCc3ccc(Cl)cc3)c(=N)oc12	-7.9	2.0	-12.5	-0.8	7.5	22.4	-32.1	-8.8	44.4
CCC(C)NC(=O)CC(NS(=O)(=O)c1ccc(C)cc1)c1ccc(OC)cc1 (stereo unspecified)	2.7	-0.2	2.3	-0.2	-0.2	-3.5	0.2	7.9	10.2
Cc1ccc(S(=O)(=O)N(C)CC(=O)N2CCc3ccccc32)cc1	-7.9	-1.5	-0.6	1.0	1.7	11.8	15.0	-0.4	37.1
COc1ccc(CCNC(=O)CN2C(=O)COc3ccc(S(=O)(=O)N4CCOCC4)cc32)c(OC)c1	1.8	0.8	0.2	6.2	-3.4	11.1	12.6	2.6	-0.1
CCOC(=O)C1=C(CC)OC(N)=C(C#N)C1c1ccc(OC)cc1OC (stereo unspecified)	-11.5	0.2	-14.6	-7.9	-1.2	11.2	7.4	19.6	6.8
COc1ccc(OC)c(NC(=O)C(CCS(C)(=O)=O)NC(C)=O)c1 (stereo unspecified)	5.8	-0.9	3.8	9.1	-0.4	-9.9	-9.0	-12.4	12.8
CCCc1nnc(NC(=O)C(=O)NCCN(C)C)s1	-3.0	·	3.0	·	·	-0.7	·	6.6	·
COc1ccc(C2=NOC(C(=O)NCc3ccc(F)cc3)C2)cc1 (stereo unspecified)	-1.7	0.2	-3.2	44.7	1.9	2.6	-7.9	0.1	42.0
COc1cc(NS(=O)(=O)c2ccc(NC(=O)CN3C(=O)c4ccccc4C3=O)cc2)ncn1	15.3	-1.0	-2.4	2.1	-0.1	0.5	19.1	6.0	0.3
O=C(O)CSc1nnc(-c2cc3ccccc3o2)n1-c1ccccc1	-2.2	0.7	3.7	-6.1	-1.1	-2.0	2.8	7.2	-22.0
CC1(C)Oc2ccc3ccc(=O)oc3c2C(/C=N/O)=C1Cl	3.3	8.4	5.4	9.6	-1.0	-4.1	7.1	-7.7	18.1
CC1=Nc2cc(C(=O)N3CCCC3)ccc2Sc2ccc(C)cc21	-0.6	2.3	4.5	-3.5	-1.1	-8.4	-24.4	14.5	-3.9
CC(=O)Nc1nc(COc2ccccc2)cs1	0.4	1.7	-36.0	-49.4	-0.8	-7.0	-33.7	3.0	-10.1
Cc1cc(C)c(C#N)c(Nc2ccccc2)n1	-3.9	-0.7	-2.4	2.8	1.6	-6.7	6.2	4.0	-11.1
COc1ccc(-c2cccc(-c3cc(=O)oc4cc(OC)cc(OC)c34)c2)cc1	7.8	1.1	40.1	·	26.3	22.0	-336.8	16.2	77.7*
CC1CCCCN1C(=O)c1cc(F)c(F)cc1Cl (stereo unspecified)	4.3	-1.0	-0.4	12.8	-1.0	-24.1	7.8	-7.4	7.0
CCCn1c(CCC(=O)O)ccc1-c1ccc(F)cc1	5.3	0.8	-6.5	10.3	-4.6	3.8	2.9	-6.3	12.9

As a short view, part of the list above:
SMILES	CXCR6 block	CHOP UPR activ	Gli-Sufu antag	Jurkat NFkB inh	XBP1 UPR activ	EBI2 antag	697 NFkB inh	CCR6 antag	Mdm2-MdmX inh
Cc1cc(C)c(C#N)c(Nc2ccccc2)n1	-3.9	-0.7	-2.4	2.8	1.6	-6.7	6.2	4.0	-11.1
COc1ccc(-c2cccc(-c3cc(=O)oc4cc(OC)cc(OC)c34)c2)cc1	7.8	1.1	40.1	·	26.3	22.0	-336.8	16.2	77.7*
CC1CCCCN1C(=O)c1cc(F)c(F)cc1Cl (stereo unspecified)	4.3	-1.0	-0.4	12.8	-1.0	-24.1	7.8	-7.4	7.0
CCCn1c(CCC(=O)O)ccc1-c1ccc(F)cc1	5.3	0.8	-6.5	10.3	-4.6	3.8	2.9	-6.3	12.9
